PI5P4K alpha inh: blocks human PI5P4K alpha kinase activity | 330,000 compounds, 1.2% hits | P48426 | AID 652105 | max response, % | PI5P4Kalpha enzyme, ADP-Glo luminescence, 60 min; hits give low values; active = max response of -50% or lower; inconclusive = between -30% and -50%; inactive = -30% or higher; note: value at the top dose of about 77 µM; % is set by controls: 0 for no effect and ±100 for the full control effect
Target sequence (P48426 whole entry, looked up): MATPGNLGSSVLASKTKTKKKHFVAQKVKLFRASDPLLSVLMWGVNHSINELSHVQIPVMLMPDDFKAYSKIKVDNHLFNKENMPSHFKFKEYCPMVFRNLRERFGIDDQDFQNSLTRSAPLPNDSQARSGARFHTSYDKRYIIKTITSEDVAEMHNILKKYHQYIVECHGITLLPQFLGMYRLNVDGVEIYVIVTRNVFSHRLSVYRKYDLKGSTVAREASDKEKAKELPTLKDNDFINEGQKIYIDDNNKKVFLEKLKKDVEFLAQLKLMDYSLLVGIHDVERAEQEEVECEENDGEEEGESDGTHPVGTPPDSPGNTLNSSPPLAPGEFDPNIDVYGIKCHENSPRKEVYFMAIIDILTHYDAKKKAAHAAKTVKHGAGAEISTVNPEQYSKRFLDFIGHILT
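Controls without substrate or without enzyme flank wells where PI5P4Kalpha converts substrate using 5 microM ATP (final). Incubation lasts 60 minutes at room temperature; ADP formed is read by ADP-Glo luminescence.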
GLP-1R agonist: GLP-1 receptor (human) agonism; P43220; HEK293 GLP-1R CRE-luciferase, luminescence, 4-6 h; cells express a hypersensitive GLP-1R form; Potency, µM (titrated, usually from 45.6 µM), for inactives: at the highest dose activation, most hits filed as activators; 380,000 compounds, 0.007% hits; note: potency is the fitted concentration of half-maximal effect; % of control where 0% means no effect
HEK293 tox: cytotoxicity in counter-screen for GLP-1R inverse agonists; Potency, µM (doses to about 38.3 µM), for inactives: at the top dose activity change, negative = inhibition, hits mostly inhibitors; HEK293 cAMP-luciferase reporter cells, luminescence, 24 h; 410,000 compounds, 0.13% hits; AID 624418;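 note: loss of luciferase light is scored as toxicity; potency is the fitted concentration of half-maximal effect; % is set by controls: 0 for no effect and ±100 for the full control effect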
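Luminescence readout: signal drop marks cytotoxicity. Plated cells grew 12 h at 37 °C, 5% CO2, received 23 nL compound for 24 h, then got luciferase reagent, read after 12 min at RT.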
EPAC1 ag: agonists of human EPAC1 | O95398 | EPAC1 agonist qHTS, biochemical assay; response scale: 100% = response to 6.5 mM cAMP | Potency, µM (doses to about 154 µM), without a hit: at the highest dose activation, most hits filed as activators | 360,000 compounds, 0.073% hits | AID 720707; note: potency is the fitted concentration of half-maximal effect; nearly all actives have a fitted effect of over 60% in size
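Normalized to 6.5 mM cAMP, activity reflects EPAC1-catalysed release of BODIPY-GDP from Rap1B, followed kinetically over 30 min at 480 nm excitation, 540 nm emission. Reaction contained 100 nM EPAC1, 250 nM Rap1B-BODIPY-GDP, 50 uM GDP.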
PTHR1 ag: agonists of human PTHR1 parathyroid hormone receptor; 410,000 compounds, 0.075% hits; Q03431; HEK293 GP2 PTHR1 cells, GloSensor cAMP luminescence, 1 h; AID 743266; Potency, µM (highest dose often 115 µM), for the others: at the highest dose activation, hits mostly activators; note: potency is the fitted concentration of half-maximal effect; nearly all actives have a fitted effect of over 55% in size; some results filed as inactive show a strong effect at the top dose; inactives centre near -15; many of its hits are not listed in these tables
Target sequence (Q03431 whole entry, looked up): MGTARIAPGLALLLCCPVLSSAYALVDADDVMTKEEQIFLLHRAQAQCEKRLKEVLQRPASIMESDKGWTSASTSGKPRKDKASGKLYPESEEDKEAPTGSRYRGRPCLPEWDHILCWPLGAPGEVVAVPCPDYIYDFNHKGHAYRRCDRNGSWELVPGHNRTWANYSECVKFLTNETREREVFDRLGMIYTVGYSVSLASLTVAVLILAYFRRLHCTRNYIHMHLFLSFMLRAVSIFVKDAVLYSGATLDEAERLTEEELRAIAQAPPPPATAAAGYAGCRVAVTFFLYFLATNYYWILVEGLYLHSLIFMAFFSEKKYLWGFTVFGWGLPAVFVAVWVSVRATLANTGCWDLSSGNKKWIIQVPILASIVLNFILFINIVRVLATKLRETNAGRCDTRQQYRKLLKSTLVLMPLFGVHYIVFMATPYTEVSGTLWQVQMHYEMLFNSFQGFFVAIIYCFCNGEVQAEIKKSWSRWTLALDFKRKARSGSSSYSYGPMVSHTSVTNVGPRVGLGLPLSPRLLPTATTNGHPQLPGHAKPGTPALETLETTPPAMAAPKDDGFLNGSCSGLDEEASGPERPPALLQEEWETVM
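HEK-293-derived GP2 cells expressing PTHR1 and a GloSensor cAMP reporter, 3,000/well, plated overnight, given luciferin plus IBMX (each 0.5 mM as added) for 1 h at 37 °C, then compound for 1 h at 37 °C. Luminescence was read after 15 min at room temperature.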
GLP-1R inv ag: acts as inverse agonist at human GLP-1 receptor | Potency, µM (top dose mostly 38.3 µM), inactives show top-dose activity change, negative = inhibition, actives largely listed as inhibitors | 410,000 compounds, 1.6% hits | HEK293 GLP-1R CRE-luciferase, luminescence, 24 h; GLP-1R form is constitutively active; note: potency is the fitted concentration of half-maximal effect; % is set by controls: 0 for no effect and ±100 for the full control effect; nearly all actives have a fitted effect of over 55% in size
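Cells are plated, allowed 12 hours at 37 deg C, then treated with compounds for 24 hr before luciferase detection reagent is added and luminescence is read after 12 min at room temperature. The HEK293 line carries constitutively active GLP-1R with a cAMP-responsive reporter.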
IL-2 act: IL-2 activation; IL-2 activation reporter assay, cell-based qHTS; stimulated with anti-CD3/CD4/CD28 beads; in transgenic mouse T cells; activation, % (series mostly up to about 46 µM); 360,000 compounds, 0.065% hits; AID 652025; in the data active = activation above about 50%; inconclusive = mostly about 30% to 49%; note: 0% is about no effect
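Quantitative HTS in unstimulated transgenic mouse T cells, with memory T cells as non-tolerant control and PMA/ionomycin as tolerance-bypass control. Compound pretreatment lasted 60 minutes before 18 h bead stimulation; EGFP/DsRed fluorescence read.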
PLK1 PBD inh: PLK1 (human) polo-box domain binding inhibition | P53350 | Plk1 PBD binding of FITC phosphopeptide, fluorescence polarization | Potency, µM, inactives show max response, negative = inhibition, most hits filed as inhibitors | 360,000 compounds, 2.8% hits | AID 720504; note: potency is the fitted concentration of half-maximal effect; series mostly up to about 57 µM; % is set by controls: 0 for no effect and ±100 for the full control effect; nearly all actives have a fitted effect of over 65% in size
EPAC1 antag: EPAC1 (human) antagonism | O95398 | EPAC1 GEF assay, Rap1b-BODIPY-GDP exchange fluorescence | Potency, µM (doses to about 115 µM), without a hit: top-dose activity change, negative = inhibition, most hits filed as inhibitors | 360,000 compounds, 0.14% hits | AID 720709;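 note: potency is the fitted concentration of half-maximal effect; plate controls were vehicle for no effect and positive control for full effect; nearly all actives have a fitted effect of over 50% in size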
* hit, by the source's call; & = joins results of further samples; [ ] = remark or other dose. Unless noted, calls come from the whole dose curve; as a rule, active = well fitted curve in the direction sought with a large enough effect; inconclusive = small, poorly fitted or top-dose-only effect, or another doubt; inactive = no such curve, though single readings can be large; an effect the other way counts as inactive or inconclusive. Some of the compounds tested, so the mix of outcomes need not match the whole.

Results for C=CCNC(=O)CN1C(=O)c2cccc3cccc1c23 ?
PI5P4K alpha inh: 4; GLP-1R agonist: -1%; HEK293 tox: 3%; EPAC1 ag: -18%; PTHR1 ag: -4%; GLP-1R inv ag: 10%; IL-2 act: -1.0; PLK1 PBD inh: 1%; EPAC1 antag: 9%

How did CCCC(c1nnnn1Cc1ccco1)N1CCN(C2CCCC2)CC1 (stereo not drawn) do in these assays?
PI5P4K alpha inh: 6; GLP-1R agonist: 3%; HEK293 tox: -1%; EPAC1 ag: 4%; PTHR1 ag: -8%[57.5 µM]; GLP-1R inv ag: 9%; IL-2 act: -0.4; PLK1 PBD inh: -9%; EPAC1 antag: 4%

What do the screens show for `CC(=O)Nc1cccc(Oc2ccc(-c3noc(C)n3)cc2)c1`?
PI5P4K alpha inh: 0; GLP-1R agonist: 0%; HEK293 tox: 0%; EPAC1 ag: 9%; PTHR1 ag: -64%[inhibitor][57.5 µM]; GLP-1R inv ag: -21%; IL-2 act: -1.5; PLK1 PBD inh: -1%; EPAC1 antag: 13%

Results for O=C(Nc1ccc(Cl)c(C(F)(F)F)c1)[C@@H]1CC=C[C@@H]2CCN(Cc3ccc(Cl)c(Cl)c3)C(=O)[C@@H]21 ?
PI5P4K alpha inh: 12; GLP-1R agonist: -6%; HEK293 tox: inconclusive; EPAC1 ag: 6%; PTHR1 ag: -11%; GLP-1R inv ag: inconclusive; IL-2 act: -0.5; PLK1 PBD inh: -5%; EPAC1 antag: -5%

Results for Cc1c(C)n(C)c2ccc(C(=O)NCCCN3CCCCC3C)cc12 (stereo not drawn) ?
PI5P4K alpha inh: 22; GLP-1R agonist: 3%; HEK293 tox: -15%&18%; EPAC1 ag: -1%; PTHR1 ag: 17%; GLP-1R inv ag: inconclusive; IL-2 act: -2.3; PLK1 PBD inh: -12%; EPAC1 antag: 11%

Results for O=C1C2Sc3[nH]c(=O)sc3C(c3ccccc3)C2C(=O)N1c1ccc(Cl)cc1 (stereo not drawn) ?
PI5P4K alpha inh: -11; GLP-1R agonist: -12%; HEK293 tox: 53%[activator]; EPAC1 ag: 4%; PTHR1 ag: -18%[57.5 µM]; GLP-1R inv ag: 1%; IL-2 act: inconclusive; PLK1 PBD inh: -25%; EPAC1 antag: -22%

How did Cc1ccc(C)c(S(=O)(=O)N2CCN(C(=O)Cn3c(C(F)(F)F)nc4ccccc43)CC2)c1 do in these assays?
PI5P4K alpha inh: 2; GLP-1R agonist: 0%; HEK293 tox: -17%; EPAC1 ag: -4%; PTHR1 ag: -9%[57.5 µM]; GLP-1R inv ag: inconclusive; IL-2 act: -0.4; PLK1 PBD inh: -1%; EPAC1 antag: -4%

How did COc1cccc(N2CC(C(=O)Nc3nnc(SCc4cccnc4)s3)CC2=O)c1 (stereo not drawn) do in these assays?
PI5P4K alpha inh: inconclusive; GLP-1R agonist: -3%; HEK293 tox: -6%; EPAC1 ag: 8%; PTHR1 ag: 21%; GLP-1R inv ag: 13%; IL-2 act: 0.6; PLK1 PBD inh: -19%; EPAC1 antag: 1%

Results for Cc1cccc(NC(=O)c2sc(C)nc2C)c1 ?
GLP-1R agonist: 2%; HEK293 tox: -20%; EPAC1 ag: -5%; PTHR1 ag: -8%[57.5 µM]; GLP-1R inv ag: 8%; IL-2 act: -1.6; PLK1 PBD inh: 2%; EPAC1 antag: 10%

Results for COc1ccc(S(=O)(=O)Nc2ccc(S(=O)(=O)NCC3CCCO3)cc2)cc1 (stereo not drawn) ?
PI5P4K alpha inh: -1; GLP-1R agonist: 7%; HEK293 tox: -2%; EPAC1 ag: -1%; PTHR1 ag: -20%; GLP-1R inv ag: 3%; IL-2 act: 0.7; PLK1 PBD inh: 2%; EPAC1 antag: -11%

How did Cc1ccc(CNC(=O)CCCn2c(=O)c3ccccc3n(Cc3ccccc3C)c2=O)cc1 do in these assays?
GLP-1R agonist: 1%; HEK293 tox: -4%; PTHR1 ag: -24%; GLP-1R inv ag: -6%

How did CCOc1ccc(NC(=O)CNC(=O)c2ccc(OC)cc2)cc1 do in these assays?
PI5P4K alpha inh: 2; GLP-1R agonist: 11%; HEK293 tox: -12%; EPAC1 ag: -5%; PTHR1 ag: inactive; GLP-1R inv ag: 13%; IL-2 act: 1.0; PLK1 PBD inh: -9%; EPAC1 antag: 0%

Part of the list above in order of count of non-hydrogen atoms, falling.
Results for O=C(Nc1ccc(Cl)c(C(F)(F)F)c1)[C@@H]1CC=C[C@@H]2CCN(Cc3ccc(Cl)c(Cl)c3)C(=O)[C@@H]21 ?
PI5P4K alpha inh: 12; GLP-1R agonist: -6%; HEK293 tox: inconclusive; EPAC1 ag: 6%; PTHR1 ag: -11%; GLP-1R inv ag: inconclusive; IL-2 act: -0.5; PLK1 PBD inh: -5%; EPAC1 antag: -5%

How did COc1cccc(N2CC(C(=O)Nc3nnc(SCc4cccnc4)s3)CC2=O)c1 (stereo not drawn) do in these assays?
PI5P4K alpha inh: inconclusive; GLP-1R agonist: -3%; HEK293 tox: -6%; EPAC1 ag: 8%; PTHR1 ag: 21%; GLP-1R inv ag: 13%; IL-2 act: 0.6; PLK1 PBD inh: -19%; EPAC1 antag: 1%

Results for COc1ccc(S(=O)(=O)Nc2ccc(S(=O)(=O)NCC3CCCO3)cc2)cc1 (stereo not drawn) ?
PI5P4K alpha inh: -1; GLP-1R agonist: 7%; HEK293 tox: -2%; EPAC1 ag: -1%; PTHR1 ag: -20%; GLP-1R inv ag: 3%; IL-2 act: 0.7; PLK1 PBD inh: 2%; EPAC1 antag: -11%

Continuation.
How did Cc1cnc(C(=O)OCc2ccc(COC(=O)c3cnc(C)cn3)cc2)cn1 do in these assays?
PI5P4K alpha inh: -1; GLP-1R agonist: 9%; HEK293 tox: -9%; EPAC1 ag: -2%; PTHR1 ag: inactive; GLP-1R inv ag: -2%; IL-2 act: -1.3; PLK1 PBD inh: -13%; EPAC1 antag: 21%

How did O/N=C/c1cccn1-c1ccc(O)cc1 do in these assays?
GLP-1R agonist: -6%; HEK293 tox: 2%; EPAC1 ag: 6%; PTHR1 ag: -18%[57.5 µM]; GLP-1R inv ag: 9%; IL-2 act: -0.5; PLK1 PBD inh: -7%; EPAC1 antag: 4%

How did Cc1ccc(S(=O)(=O)CCC(=O)Nc2cccc(C)c2)cc1 do in these assays?
PI5P4K alpha inh: 6; GLP-1R agonist: -3%; HEK293 tox: -15%; EPAC1 ag: -12%; PTHR1 ag: -23%; GLP-1R inv ag: 0%; IL-2 act: -0.1; PLK1 PBD inh: -1%; EPAC1 antag: 13%

Results for CC1CCCCN1C(=O)CSc1nc2ccccc2n1CC(=O)N1CCc2ccccc21 (stereo not drawn) ?
GLP-1R agonist: 3%; HEK293 tox: -22%; EPAC1 ag: -21%; PTHR1 ag: inactive; GLP-1R inv ag: 0%; IL-2 act: -3.3; PLK1 PBD inh: -6%; EPAC1 antag: -11%

How did COC(=O)c1cc(OC)c(OC)cc1NC(=O)CSc1ccc(C)cc1 do in these assays?
GLP-1R agonist: -5%; HEK293 tox: -12%; EPAC1 ag: 20%; PTHR1 ag: -36%[inhibitor]; GLP-1R inv ag: -15%; IL-2 act: 0.0; PLK1 PBD inh: -5%; EPAC1 antag: -3%

Results for Cc1ccccc1NS(=O)(=O)c1ccc(C(=O)N2CCN(c3ccccc3O)CC2)cc1 ?
PI5P4K alpha inh: 3; GLP-1R agonist: -9%; HEK293 tox: -25%; EPAC1 ag: -2%; PTHR1 ag: -13%; GLP-1R inv ag: inconclusive; IL-2 act: -1.2; PLK1 PBD inh: 7%; EPAC1 antag: -2%

How did COc1cc2ccccc2cc1C(=O)Nc1ccc(C)cc1 do in these assays?
PI5P4K alpha inh: -5; GLP-1R agonist: 7%; HEK293 tox: 5%; EPAC1 ag: 7%; PTHR1 ag: -29%; GLP-1R inv ag: inconclusive; IL-2 act: -0.6; PLK1 PBD inh: -6%; EPAC1 antag: -30%

How did Cc1noc(C)c1S(=O)(=O)Nc1ccc(C(=O)N2CCc3ccccc3C2)cc1 do in these assays?
PI5P4K alpha inh: 0; GLP-1R agonist: 1%; HEK293 tox: -22%; EPAC1 ag: -1%; PTHR1 ag: inactive; GLP-1R inv ag: 0%; IL-2 act: -3.2; PLK1 PBD inh: -2%; EPAC1 antag: -7%

Results for Cc1cc(C)c(OCCOCCN2CCNCC2)c(C)c1 ?
PI5P4K alpha inh: -10; GLP-1R agonist: 1%; HEK293 tox: 1%; EPAC1 ag: -1%; PTHR1 ag: -2%; GLP-1R inv ag: 10µM*; IL-2 act: -1.8; PLK1 PBD inh: -6%; EPAC1 antag: 17%

Results for O=C(CCC(=O)N1CCN(C(=O)c2ccco2)CC1)c1ccc(F)cc1 ?
PI5P4K alpha inh: 5; GLP-1R agonist: 1%; HEK293 tox: 2%; EPAC1 ag: 10%; PTHR1 ag: -23%; GLP-1R inv ag: -18%; IL-2 act: 1.3; PLK1 PBD inh: -21%; EPAC1 antag: -1%

Results for CC(C)(C)c1ccc(S(=O)(=O)N2CCN(CC(O)CN3CCOCC3)CC2)cc1 (stereo not drawn) ?
PI5P4K alpha inh: 4; GLP-1R agonist: 4%; HEK293 tox: 77%[activator]; EPAC1 ag: 6%; PTHR1 ag: -15%; GLP-1R inv ag: -23%; IL-2 act: -3.9; PLK1 PBD inh: -10%; EPAC1 antag: 2%

How did NC(=O)C1CCCNC1 (stereo not drawn) do in these assays?
PI5P4K alpha inh: 0; GLP-1R agonist: 15%; HEK293 tox: -7%; EPAC1 ag: -11%; PTHR1 ag: inactive; GLP-1R inv ag: -4%; IL-2 act: 1.2; PLK1 PBD inh: -3%; EPAC1 antag: 2%

Results for COC(=O)c1ccc(OC(C)C(=O)c2ccc(C)cc2)cc1 (stereo not drawn) ?
PI5P4K alpha inh: 7; GLP-1R agonist: 8%; HEK293 tox: -5%; EPAC1 ag: 7%; PTHR1 ag: -9%; GLP-1R inv ag: -17%; IL-2 act: 0.9; PLK1 PBD inh: -5%; EPAC1 antag: -27%
